LYPLA2 counter: LYPLA2 inhibitors, primary screen, counter-screen for PME1 inhibitor project, biochemical, fluorescence polarization, FP-Rh probe ABPP; inhibition, % at 5.9 µM; actives 0.38% (n = 320,000); Acyl-protein thioesterase 2 (Homo sapiens), O95372; recombinant LYPLA2; AID 2177, 2009;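 active means inhibition above the screen-wide mean plus 3 SD, limit set per campaign, cut at about 26% in these data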;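 further: 0% = LYPLA2 with DMSO and 100% = wells lacking LYPLA2 enzyme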
Target sequence (O95372 whole entry, looked up): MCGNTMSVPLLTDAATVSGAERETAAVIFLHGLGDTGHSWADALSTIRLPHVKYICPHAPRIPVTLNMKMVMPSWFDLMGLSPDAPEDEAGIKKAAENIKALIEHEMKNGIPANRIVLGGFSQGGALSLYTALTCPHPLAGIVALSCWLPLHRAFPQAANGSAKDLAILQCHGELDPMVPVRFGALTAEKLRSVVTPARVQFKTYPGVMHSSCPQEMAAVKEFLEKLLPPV
pPAFAH FP inh: pPAFAH enzyme inhibitors, primary screen, biochemical, fluorescence polarization, human. actives 1.5% (n = 330,000). inhibition, % at 3.39 µM. recombinant pPAFAH, FP-rhodamine probe fluorescence polarization. Platelet-activating factor acetylhydrolase (Homo sapiens), Q13093. AID 463082, 2010;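 active means inhibition above the mean inhibition across the screen plus 3 SD, cut at about 25% in these data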;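 further: inhibitors block binding of the rhodamine activity-based probe so polarization drops; 0% = enzyme with DMSO and 100% = wells lacking pPAFAH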
PAFAH2 FP inh: PAFAH2 enzyme inhibitors, primary screen, biochemical, fluorescence polarization, human; inhibition, % at 3.39 µM; actives 0.99% (n = 340,000); AID 492956, 2010; recombinant PAFAH2, FP-rhodamine activity probe; Platelet-activating factor acetylhydrolase 2, cytoplasmic (Homo sapiens), Q99487;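 active means inhibition above the mean over all tested compounds plus 3 SD, cut at about 30% in these data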;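 further: inhibitors block probe labeling of enzyme so polarization drops; 0% = enzyme with DMSO and 100% = wells lacking PAFAH2 protein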
EBNA-1 inhibitor: EBNA-1 DNA-binding inhibitors, primary screen, biochemical, fluorescence polarization. inhibition, % at 14.8 µM. AID 1950, 2009. actives 0.34% (n = 300,000); in the data active means inhibition above about 28%
PREPL inhibitor: PREPL enzyme inhibitors, primary screen, biochemical, fluorescence polarization; Prolyl endopeptidase-like (Homo sapiens), Q4J6C6; recombinant PREPL, fluorescence polarization activity-based probe; inhibition, % at 5.96 µM; actives 0.68% (n = 320,000); in the data active means inhibition above about 43%;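 further: 0% = enzyme with DMSO and 100% = wells lacking enzyme; many of its hits are not listed in these tables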
ZTA counter: blocks Epstein-Barr virus ZTA, an EBNA-1 counter-screen; P03206; ZTA-DNA binding, fluorescence polarization; inhibition, % at 11 µM; actives 0.15% (n = 320,000); AID 2234; in the data active means inhibition above about 33%
PAFAH1B3 inh: PAFAH1B3 enzyme inhibitors, primary screen, biochemical, fluorescence polarization, human. Platelet-activating factor acetylhydrolase IB subunit alpha1 (Homo sapiens), Q15102. recombinant PAFAH1B3, FP-rhodamine probe. inhibition, % at 3.39 µM. actives 0.28% (n = 340,000). AID 492972, 2010;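 active means inhibition above the screen-wide average of all tested compounds plus 3 SD, cut at about 25% in these data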;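 further: 0% = enzyme with DMSO only and 100% = wells lacking PAFAH1B3 protein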
Target sequence (Q15102 whole entry, looked up): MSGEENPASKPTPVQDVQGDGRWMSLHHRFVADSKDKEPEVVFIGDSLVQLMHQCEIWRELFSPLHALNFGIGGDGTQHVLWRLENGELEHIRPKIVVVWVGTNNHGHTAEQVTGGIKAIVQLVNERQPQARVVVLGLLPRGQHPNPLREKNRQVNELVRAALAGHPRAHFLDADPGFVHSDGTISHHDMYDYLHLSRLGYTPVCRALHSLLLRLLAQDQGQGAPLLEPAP
PAFAH1B2 inh: PAFAH1B2 enzyme inhibitors, primary screen, biochemical, fluorescence polarization, human. Platelet-activating factor acetylhydrolase IB subunit alpha2 (Homo sapiens), P68402. recombinant PAFAH1B2, FP-rhodamine activity probe. inhibition, % at 3.39 µM. actives 1.2% (n = 340,000). AID 492953, 2010;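 active means inhibition above the mean of all tested compounds plus 3 SD, cut at about 24% in these data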;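 further: 0% = enzyme with DMSO and 100% = wells lacking PAFAH1B2; many of its hits are not listed in these tables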
Target sequence (P68402 whole entry, looked up): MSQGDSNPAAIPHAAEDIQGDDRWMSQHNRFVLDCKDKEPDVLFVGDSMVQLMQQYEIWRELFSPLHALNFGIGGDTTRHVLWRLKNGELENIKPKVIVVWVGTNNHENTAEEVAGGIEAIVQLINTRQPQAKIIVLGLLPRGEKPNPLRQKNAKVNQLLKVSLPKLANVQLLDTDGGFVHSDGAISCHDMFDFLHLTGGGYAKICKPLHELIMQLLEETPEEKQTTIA
LYPLA1 inh: LYPLA1 inhibitors, primary screen, counter-screen for PME1 inhibitor project, biochemical, fluorescence polarization, FP-Rh probe ABPP; Acyl-protein thioesterase 1 (Homo sapiens), O75608; actives 0.16% (n = 320,000); recombinant LYPLA1; inhibition, % at 5.9 µM; AID 2174, 2009;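 active means inhibition above the mean of all tested compounds plus 3 SD, set per campaign, cut at about 14% in these data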;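 further: inhibitors block serine hydrolase probe labeling of LYPLA1 so polarization falls; 0% = enzyme with DMSO and 100% = wells lacking LYPLA1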
Target sequence (O75608 whole entry, looked up): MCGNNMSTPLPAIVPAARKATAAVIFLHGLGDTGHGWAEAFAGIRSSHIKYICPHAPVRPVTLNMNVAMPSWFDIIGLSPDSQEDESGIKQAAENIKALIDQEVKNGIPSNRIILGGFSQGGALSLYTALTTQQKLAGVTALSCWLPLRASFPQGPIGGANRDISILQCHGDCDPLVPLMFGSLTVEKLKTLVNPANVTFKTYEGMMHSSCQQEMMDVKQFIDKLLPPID
An asterisk follows results filed as active; / = not tested or not shown. Not all compounds are listed; count on the stated rates, not on these rows.

Each structure is followed by: LYPLA2 counter	pPAFAH FP inh	PAFAH2 FP inh	EBNA-1 inhibitor	PREPL inhibitor	ZTA counter	PAFAH1B3 inh	PAFAH1B2 inh	LYPLA1 inh
CCC(c1nnnn1CS(=O)(=O)c1ccc(C)cc1)N1CCC(C(N)=O)CC1 (centres undefined)
  10	6	0	-1	1	-10	11	6	3
COC(=O)c1ccc(Cl)c(S(=O)(=O)N2CCCC2)c1
  5	2	-2	3	3	-8	14	-2	2
Cc1nn(CCOc2ccccc2)c(=O)n1-c1ccccc1
  0	0	0	-9	0	-18	-1	3	0
Cn1c(=O)c2c(-c3ccccc3)n3c4ccccc4ncc3c2n(C)c1=O
  -2	6	/	-5	1	8	/	/	0
Cc1cccc(NC(=O)CCNS(=O)(=O)c2cccc3nonc23)c1C
  -5	-3	-1	-5	13	6	15	4	-3
COc1ccc2c(c1)c(C(=O)N/N=C/c1ccc(O)c(O)c1)c(C)n2C
  -9	8	4	5	9	15	8	-4	-6
Cc1ccc(NC(=O)COc2coc(CN3CCN(c4ccccc4)CC3)cc2=O)cc1
  12	2	8	3	0	-2	2	1	0
Cc1cc(NS(=O)(=O)c2ccc(NC(=S)NC(=O)c3ccc(Cl)cc3Cl)cc2)no1
  9	7	-4	13	4	-1	-3	-2	-3
CC(=O)c1ccccc1OCCCOc1cccc2cccnc12
  -3	-5	2	2	-10	14	-1	6	-5
CCNC(C(=O)c1c[nH]c2c(CC)cccc12)c1ccccc1 (centres undefined)
  -3	2	1	-1	-24	5	3	2	-4
CCCCn1c(N)c(N(CC(C)C)C(=O)CCNC(=O)c2ccc(Cl)cc2)c(=O)[nH]c1=O
  3	5	-4	2	5	14	7	2	1
Cc1ccc(-c2nc(CS(=O)(=O)CC(=O)NC3CCCCC3C)c(C)o2)cc1 (centres undefined)
  -7	-5	5	-3	-4	-1	2	-2	-3
CCC1CCCCN1CC(O)Cn1c2ccccc2n2c(=O)cc(C)c(C#N)c12 (centres undefined)
  -2	4	2	7	9	6	9	3	3
Cc1ccc(NC(=O)Nn2cnnc2)c(C)c1
  0	3	-11	16	9	12	6	-4	-2
CCC(C)(C)n1nnnc1C(c1ccncc1)N1CCN(c2cccc(OC)c2)CC1 (centres undefined)
  0	-2	2	3	5	9	7	1	3

Next part.
Each structure is followed by: LYPLA2 counter	pPAFAH FP inh	PAFAH2 FP inh	EBNA-1 inhibitor	PREPL inhibitor	ZTA counter	PAFAH1B3 inh	PAFAH1B2 inh	LYPLA1 inh
CCN(CC(=O)Nc1ccc(NC(C)=O)cc1)C(=O)/C=C/c1cn(Cc2ccccc2)nc1-c1cccnc1
  -6	5	-3	-1	8	-3	2	-1	-6
O=C(C[n+]1ccc(C(=O)N/N=C/c2ccc(OCc3ccccc3)cc2)cc1)c1ccccc1
  -7	10	-2	-16	50*	3	4	8	-3
CC(C)Cn1c(N)c(C(=O)COC(=O)c2cc(S(=O)(=O)N3CCOCC3)ccc2Br)c(=O)n(C)c1=O
  /	2	1	/	17	/	5	2	/
CCn1c(C)nc2c(C)[n+](CC(=O)c3ccc(Br)cc3)ccc21
  1	0	-6	-7	18	5	2	5	0
Cc1ccc(-n2nc3c(=O)n(C(C)C(=O)NC4CC4)nc(C)c3c2C)cc1 (centres undefined)
  3	-3	10	-13	2	-1	4	1	2
CCCCN(C(=O)c1c(CC)noc1C)c1c(N)n(CC(C)C)c(=O)[nH]c1=O
  0	-4	0	/	3	-2	-8	4	1
CC(C)c1ccc(NC(=O)Nc2cnccn2)cc1
  -3	-1	4	-3	7	-1	-6	1	-3
O=C(NCCCn1ncc2ccccc21)c1cc(COc2c(F)cccc2F)on1
  3	9	0	7	-17	8	14	15	-2
O=C(COc1ccc2c(c1)OCO2)Nc1ccc2c(c1)oc1ccccc12
  -26	-11	-9	71*	-10	6	-8	-5	-8
O=S(=O)(NCCN1CCN(S(=O)(=O)c2ccccc2F)CC1)c1ccccc1F
  /	0	-6	/	8	/	5	6	/
CCc1cc2c(=O)n(CC(=O)NCCc3ccc(OC)c(OC)c3)cnc2s1
  0	3	-4	6	-5	-2	11	2	-3
Cc1cccc(NC(=O)NC(=S)NC(=O)c2ccccc2)c1
  1	9	-3	8	0	22	4	-9	-2
COc1ccc(C(=O)Nc2cc(Cl)ccc2C(=O)O)cc1
  -15	-19	-7	-19	-9	0	7	2	-6
COC(=O)c1ccc(NC(=O)C2CCN(C(=O)c3cc(OC)c(OC)c(OC)c3)CC2)cc1
  -8	1	-4	-8	11	-6	4	3	-5
Cc1occc1C(=O)NNC(=O)Nc1ccc(F)cc1F
  1	1	4	-4	5	-2	11	-3	4

Following part.
Each structure is followed by: LYPLA2 counter	pPAFAH FP inh	PAFAH2 FP inh	EBNA-1 inhibitor	PREPL inhibitor	ZTA counter	PAFAH1B3 inh	PAFAH1B2 inh	LYPLA1 inh
CCCCC(=O)Nc1ccc(C(=O)Nc2cccnc2)cc1
  9	0	-8	-5	1	-24	0	0	1
COc1ccccc1NC(=O)CN1C(=O)C(C)Oc2ccccc21 (centres undefined)
  3	1	-9	-1	20	-7	0	0	3
Cc1nc2sc(C(c3ccc(F)cc3)N3CCN(C(=O)c4ccco4)CC3)c(O)n2n1 (centres undefined)
  -5	3	0	16	-4	11	9	1	-3
CCOc1cccc(C(=O)NC(=S)NCc2cccnc2)c1
  4	2	-3	4	0	1	9	3	-3
CC1C(=O)N2CCCc3cc(S(=O)(=O)N(C)Cc4ccccc4)cc1c32 (centres undefined)
  1	3	-5	6	2	3	2	1	1
CC(C)C(=O)Nc1ccc(C(=O)NNC(=O)CCCOc2ccc(Cl)cc2Cl)cc1
  4	7	-4	36*	-2	-8	2	1	-5
CCOC(=O)c1nnc2cc(-c3ccc(Br)cc3)nn2c1C
  2	5	-4	-7	8	1	1	2	-2
CCCCOc1cc(NCc2ccccc2)c2ncn(C(C)C)c2c1
  /	36*	12	/	29	/	12	7	/
Cc1ccc(N(CC(=O)NCC2CCCO2)C(=O)Cn2nnc(-c3cccs3)n2)cc1 (centres undefined)
  -6	6	4	12	3	-14	4	-1	-1
Cc1ccc(OCC(=O)Nc2sc3c(c2C#N)CC(C)(C)NC3(C)C)cc1
  -1	15	5	0	11	6	-4	-1	0
COc1cc(/C=N/NC(=O)C(=O)NCc2ccco2)cc(Br)c1O
  -4	6	1	-7	-6	-18	4	0	-5
CC(O)Cc1nsc(NC(=O)c2cccs2)n1 (centres undefined)
  4	-4	-7	2	-4	12	0	0	-1
O=C(COc1ccccc1)NC(=S)Nc1ccc2c(c1)Cc1ccccc1-2
  0	2	-6	0	1	-4	6	4	0
O=C(Nc1ccc(S(=O)(=O)Nc2ncccn2)cc1)c1nn(Cc2ccccc2)c(=O)c2ccccc12
  9	4	7	5	-2	7	0	-2	-2
CCC(=O)c1ccc(OCC(O)CN2CCCCC2)cc1 (centres undefined)
  -4	1	-2	12	0	4	0	-1	-3

Two records picked at random from those above, as already listed:
Each structure is followed by: LYPLA2 counter	pPAFAH FP inh	PAFAH2 FP inh	EBNA-1 inhibitor	PREPL inhibitor	ZTA counter	PAFAH1B3 inh	PAFAH1B2 inh	LYPLA1 inh
O=C(Nc1ccc(S(=O)(=O)Nc2ncccn2)cc1)c1nn(Cc2ccccc2)c(=O)c2ccccc12
  9	4	7	5	-2	7	0	-2	-2
CCCCOc1cc(NCc2ccccc2)c2ncn(C(C)C)c2c1
  /	36*	12	/	29	/	12	7	/

Next part
Each structure is followed by: LYPLA2 counter	pPAFAH FP inh	PAFAH2 FP inh	EBNA-1 inhibitor	PREPL inhibitor	ZTA counter	PAFAH1B3 inh	PAFAH1B2 inh	LYPLA1 inh
O=C(NC(=O)c1ccccc1)Nc1ccc(Cl)cn1
  -3	-6	-3	-6	9	-4	3	-1	0
CC(C)N1CCC(N2CCN(C/C=C/c3ccccc3)CC2CCO)CC1 (centres undefined)
  -6	-7	1	-19	17	9	8	12	-4
COc1ccc2oc(=Nc3cc(F)ccc3F)c(C(N)=O)cc2c1
  7	13	2	-5	-5	13	6	-2	5
CC[C@@H](C)C(NC(=O)OC(C)(C)C)c1cn([C@@H](CCCCNC(=O)OC(C)(C)C)C(=O)N2CCN(C(=O)OC(C)(C)C)CC2)nn1 (some centres undefined)
  4	-1	-4	-2	12	1	10	0	4
CCOc1ccc(N(CC(=O)Nc2ccccc2OCC)S(=O)(=O)c2c(C)noc2C)cc1
  5	2	-3	15	4	-6	4	0	-3
NC(=O)[C@H]1CC2(CC(c3cccc(NC(=O)[C@H]4CCC(=O)N4)c3)=NO2)CN1C(=O)c1ccccc1C(=O)c1ccccc1 (some centres undefined)
  1	-2	-7	1	-2	3	-4	4	2
O=C(NCC1CCCO1)C(c1ccc(F)cc1)N(C(=O)Cn1nnc(-c2ccc(F)cc2)n1)c1cccc(O)c1 (centres undefined)
  0	3	3	4	24	14	5	2	0
CCOc1cc(CNCCCN2CCOCC2)cc(Br)c1OCC(=O)Nc1cccc(C(F)(F)F)c1
  -4	1	-6	3	10	7	4	5	-5
Cc1ccc(NC(=S)NCc2ccccc2)cc1[N+](=O)[O-]
  -1	1	-5	1	10	14	-3	2	-4
COc1ccc(N(CC(=O)N2CC=C(c3ccccc3)CC2)S(=O)(=O)c2c(C)noc2C)cc1
  3	2	2	-1	-19	10	-2	0	1
Cc1ccc(S(=O)(=O)N(CC(=O)N2CCOCC2)c2ccc(Br)cc2)cc1
  -5	4	7	9	4	-14	7	2	2
COc1ccc(NC(=O)CCNC(=O)C2CCN(S(=O)(=O)c3ccc(F)cc3)CC2)cc1OC
  10	2	-1	-9	4	3	6	4	6

Structural class, the entries above with an aryl methoxy group (10)
Each structure is followed by: LYPLA2 counter	pPAFAH FP inh	PAFAH2 FP inh	EBNA-1 inhibitor	PREPL inhibitor	ZTA counter	PAFAH1B3 inh	PAFAH1B2 inh	LYPLA1 inh
COc1ccc2c(c1)c(C(=O)N/N=C/c1ccc(O)c(O)c1)c(C)n2C
  -9	8	4	5	9	15	8	-4	-6
CCC(C)(C)n1nnnc1C(c1ccncc1)N1CCN(c2cccc(OC)c2)CC1 (centres undefined)
  0	-2	2	3	5	9	7	1	3
CCc1cc2c(=O)n(CC(=O)NCCc3ccc(OC)c(OC)c3)cnc2s1
  0	3	-4	6	-5	-2	11	2	-3
COc1ccc(C(=O)Nc2cc(Cl)ccc2C(=O)O)cc1
  -15	-19	-7	-19	-9	0	7	2	-6
COC(=O)c1ccc(NC(=O)C2CCN(C(=O)c3cc(OC)c(OC)c(OC)c3)CC2)cc1
  -8	1	-4	-8	11	-6	4	3	-5
COc1ccccc1NC(=O)CN1C(=O)C(C)Oc2ccccc21 (centres undefined)
  3	1	-9	-1	20	-7	0	0	3
COc1cc(/C=N/NC(=O)C(=O)NCc2ccco2)cc(Br)c1O
  -4	6	1	-7	-6	-18	4	0	-5
COc1ccc2oc(=Nc3cc(F)ccc3F)c(C(N)=O)cc2c1
  7	13	2	-5	-5	13	6	-2	5
COc1ccc(N(CC(=O)N2CC=C(c3ccccc3)CC2)S(=O)(=O)c2c(C)noc2C)cc1
  3	2	2	-1	-19	10	-2	0	1
COc1ccc(NC(=O)CCNC(=O)C2CCN(S(=O)(=O)c3ccc(F)cc3)CC2)cc1OC
  10	2	-1	-9	4	3	6	4	6

Screens from PubChem.
